Compound activity from PubChem BioAssay.
FBW7 activator – activators of human E3 ligase FBW7. AlphaScreen FBW7–phospho-cyclin E peptide binding, activator screen. normalized activity (activation), % at 26.1 µM. hit rate 0.13% among 650,000. AID 1259310; in the data active means normalized activity above about 1.9%;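 further: purified mutant Fbw7 with reduced substrate affinity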
GPR151 ag – activates the human receptor GPR151; PathHunter beta-arrestin GPR151 cells, luminescence; activation, % at 11.2 µM; Q8TDV0; hit rate 1% among 650,000; AID 1508602; in the data active means activation above about 4.9%;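 further: 0% = median of compound wells and 100% = cells with positive control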
Target sequence (Q8TDV0 whole entry, looked up): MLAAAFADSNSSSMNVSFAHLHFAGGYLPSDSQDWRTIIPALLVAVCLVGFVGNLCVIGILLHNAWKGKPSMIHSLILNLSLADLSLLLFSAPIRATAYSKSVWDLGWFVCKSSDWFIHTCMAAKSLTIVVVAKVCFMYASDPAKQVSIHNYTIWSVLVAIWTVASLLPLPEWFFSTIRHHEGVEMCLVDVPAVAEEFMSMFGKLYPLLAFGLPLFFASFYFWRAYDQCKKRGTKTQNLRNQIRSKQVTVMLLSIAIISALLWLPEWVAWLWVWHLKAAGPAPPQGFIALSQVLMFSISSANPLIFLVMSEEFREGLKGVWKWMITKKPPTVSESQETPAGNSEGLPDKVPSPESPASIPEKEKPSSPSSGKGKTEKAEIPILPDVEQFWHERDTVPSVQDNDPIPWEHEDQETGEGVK
TEAD-YAP inh – TEAD-YAP interaction inhibition; hit rate 1.4% among 640,000; inhibition, % at 9.12 µM; HEK-TIYL cells, TEAD-Gal4/YAP UAS-luciferase luminescence; in the data active means inhibition above about 32%;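 further: 0% = median of test compound wells and 100% = reference inhibitor wells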
MITF inh – blocks human microphthalmia-associated transcription factor; AlphaScreen MITF homodimerization, bead proximity signal; O75030; hit rate 0.91% among 650,000; AID 1259374; inhibition, % at 2.6 µM; in the data active means inhibition above about 50%;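 further: 0% = vehicle wells with protein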
Target sequence (O75030 whole entry, looked up): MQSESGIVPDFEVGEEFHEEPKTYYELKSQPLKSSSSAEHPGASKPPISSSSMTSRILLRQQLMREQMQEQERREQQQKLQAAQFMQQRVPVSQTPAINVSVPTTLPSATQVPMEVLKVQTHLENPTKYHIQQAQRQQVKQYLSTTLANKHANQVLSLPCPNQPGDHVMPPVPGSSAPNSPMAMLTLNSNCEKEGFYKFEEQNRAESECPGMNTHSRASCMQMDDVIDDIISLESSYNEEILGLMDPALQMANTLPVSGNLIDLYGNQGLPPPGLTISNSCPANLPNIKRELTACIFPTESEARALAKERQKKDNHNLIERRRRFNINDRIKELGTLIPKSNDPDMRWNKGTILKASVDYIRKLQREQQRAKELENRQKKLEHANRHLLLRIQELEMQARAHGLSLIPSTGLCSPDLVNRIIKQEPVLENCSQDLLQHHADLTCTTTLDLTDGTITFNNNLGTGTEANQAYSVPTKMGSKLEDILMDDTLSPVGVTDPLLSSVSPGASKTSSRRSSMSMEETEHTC
Starred values were filed as active, the others as inactive; . = not tested or not shown.

SMILES	FBW7 activator	GPR151 ag	TEAD-YAP inh	MITF inh
CCC(=O)Oc1ccc(Cl)cc1C1Oc2nc(SC)nnc2-c2ccccc2N1C(=O)CC (configuration not stated)	0.0	0.0	-5	8
Cc1ccccc1NC(=O)/C=C/c1ccc2c(c1)OCO2	0.1	-8.2	-28	9
CCCOc1ccc(C2C(C(=O)OC)=C(C)NC3=C2C(=O)CC(c2ccccc2)C3)cc1OC (configuration not stated)	0.2	0.1	-4	5
CC1CCCCN1C(=O)c1ccccc1F (configuration not stated)	-0.2	0.1	-11	-6
O=C(CC1Sc2ccc(C(F)(F)F)cc2NC1=O)Nc1cccc(Cl)c1 (configuration not stated)	0.2	0.0	-1	-10
CC1(C)CC(=O)c2sc(NC(=O)c3cc(=O)c4ccccc4o3)nc2C1	0.0	1.9	-3	12
C/C(=N\Nc1ccc([N+](=O)[O-])cc1[N+](=O)[O-])C1CCCCC1	0.0	0.1	3	-5
O=[N+]([O-])c1ccc(Nc2ccc(I)cc2)c([N+](=O)[O-])c1	-1.6	0.2	7	18
O=C(NC1CCN(Cc2ccccc2)CC1)c1cccc(Nc2ccc(-n3ccnc3)cc2)c1	-0.1	2.5	8	5
COC(=O)/C(C#N)=C/c1c(Oc2ccccc2C)nc2ccccn2c1=O	0.0	0.7	10	11
CCc1nn2c(NCc3ccncc3)cc(C)nc2c1-c1ccc(F)cc1	-0.1	0.1	-18	10
COc1cc(S(=O)(=O)NC2CCCCC2C)ccc1Cl (configuration not stated)	0.0	1.0	0	-2
CC(=O)CC(=O)Nc1ccc(Cl)cc1C(F)(F)F	0.1	-0.4	-2	-1
COc1ccc2c(-c3ccccc3)cc3nnnn3c2c1	-0.1	5.3*	-4	7
CCOC(=O)c1ccccc1C1=NCCc2cc(OC)c(OC)cc21	-0.1	1.1	-11	-14
c1ccc(-c2ccc(CNCc3ccncc3)cc2)cc1	-0.3	-0.5	1	-1
COc1nc(NCc2cccnc2)nc(N2CCSCC2)n1	0.2	0.4	-16	13
O=c1[nH]c2nc(-c3ccc(N4CCNCC4)cc3)cnc2n1-c1ccccc1	0.2	-0.6	-23	10
CCc1ccc(C2=Nn3c(Cc4ccccc4)nnc3SC2)cc1	0.1	2.6	1	0
Cc1sc(NC(=O)c2cccc([N+](=O)[O-])c2)nc1-c1ccccc1	0.1	1.3	0	1
O=C(C1Cc2ccccc2CN1S(=O)(=O)c1ccc(F)cc1)N1CCCCCC1 (configuration not stated)	-0.1	0.6	-6	1
CCn1c(-c2ccc(S(=O)(=O)N3CCOCC3)cc2)csc1=Nc1ccc(C)c(Cl)c1	0.3	0.5	7	10
O=C(Nc1ccc(-c2csc(-c3ccccc3)n2)cc1)c1cccs1	0.1	1.2	-2	-17
CS(=O)(=O)N(CC(=O)Nc1ccc(Cl)cc1)c1ccc(Oc2ccccc2)cc1	0.0	0.5	-16	-20
O=C(Cc1ccccc1)NC(=S)NCc1ccccc1	0.6	-1.8	-33	-13
SMILES	FBW7 activator	GPR151 ag	TEAD-YAP inh	MITF inh
O=C(CCCOc1ccccc1)NNC(=O)c1ccccc1	0.2	26*	0	1
N#C/C(=C\c1ccc(Cl)cc1Cl)C(=O)N1CCOCC1	-0.1	-0.7	-2	8
COc1ccc(C(=O)Nc2ccc(O)cc2C(=O)O)cc1	-0.1	-3.6	1	40
CCCc1nnc(SCC(=O)Nc2cc(C)on2)n1CC1CCCO1 (configuration not stated)	-0.1	-0.1	7	-5
Cc1ccc(C(=O)NCc2n[nH]c(=S)n2Cc2ccccc2)cc1	-0.1	-0.6	10	7
CCN1C(=O)/C(=C/c2ccc(-c3ccc(Cl)cc3)o2)N(CC)C1=S	-0.2	0.6	9	2
COc1cc(/C=C(\C#N)C(=O)Nc2nccs2)cc(OC)c1O	-0.1	1.9	5	19
CC(=O)N1CCc2cc(Br)cc(S(=O)(=O)NCc3ccc(C)cc3)c21	0.4	-0.1	11	14
CSc1nnc(C)c(=O)n1COC(=O)c1cc([N+](=O)[O-])ccc1Cl	-0.5	2.0	-11	-2
CCN1C(=O)c2ccccc2S(=O)c2ccc(C(=O)N(C)CCC#N)cc21 (configuration not stated)	0.0	0.6	-5	3
COc1cc(CC2(CCC(=O)N(C)CC3CCN(CC(C)C)C3)CCC(=O)N2)ccc1F (configuration not stated)	-0.3	0.9	-10	9
CCCNC(=O)CCCc1nc(-c2ccccc2)no1	0.6	0.4	-6	12
CCCCCCSc1n[nH]c(=O)[nH]c1=O	0.6	-1.9	4	10
Cc1ccccc1Nc1ncnc2c1c(-c1ccccc1)cn2-c1cccc(Cl)c1	0.1	-0.8	-5	2
Cc1ccc(C)c(NC(=O)CN2C(=O)NC(CCc3ccccc3)C2=O)c1 (configuration not stated)	-0.1	0.7	-6	-10
CC(C)(C)c1ccc(C(=O)Nc2ccc(NC(=O)c3cccc(F)c3)cc2)cc1	0.3	1.9	11	14
CCOC(=O)CSC1=C(C#N)C(c2ccccc2OCC)C(C#N)C(=O)N1 (configuration not stated)	0.2	-0.4	6	8
O=C(COC(=O)c1c(Cl)cccc1Cl)c1ccc[nH]1	-0.1	-1.7	-18	-4
O=C(C1=C(O)C(=O)N(Cc2cccnc2)C1c1ccc(Br)cc1)c1cccs1 (configuration not stated)	-0.2	-0.2	-1	2
Cc1cc(Cl)ccc1OCC(=O)Nc1ccc(-c2nc3cc(C(C)C)ccc3o2)cc1	0.1	0.1	7	2
COc1ccccc1C1CN(Cc2ccoc2)Cc2ccccc2O1 (configuration not stated)	-0.1	-1.0	4	-5
COC(=O)C1=NN(C(=O)c2ccc(Br)cc2)C(O)(C(C)(C)C)C1 (configuration not stated)	0.3	0.8	2	19
CCC(C)(C(=O)NC1CCCC1)N(Cc1ccco1)C(=O)c1ccc(=O)[nH]c1 (configuration not stated)	0.0	0.4	-3	-6
COCCn1c(=N)c(C(=O)NCc2cccnc2)cc2c(=O)n3ccccc3nc21	0.0	0.1	4	4
Cc1nn(C)cc1/C=C1\CCC/C(=C\c2cn(C)nc2C)C1=O	-0.1	1.5	-4	21
SMILES	FBW7 activator	GPR151 ag	TEAD-YAP inh	MITF inh
COc1ccc(C2NC(C(=O)O)CS2)cc1COc1ccccc1Cl (configuration not stated)	0.2	-0.3	16	10
COc1ccc(/C(C)=N\NC(=O)COc2cccc(C)c2C)cc1OC	0.1	0.4	2	4
O=C(O)c1ccc(-n2c(=S)[nH]c3ccsc3c2=O)cc1	0.2	-0.5	10	-2
Cc1ccccc1C(=O)N(C)c1cccc([N+](=O)[O-])c1	-0.1	0.3	2	-3
Cc1ccnc(NS(=O)(=O)c2ccc(NC(=O)c3oc4ccccc4c3C)cc2)n1	0.1	1.3	-4	7
O=C(c1nc2ccccn2c1CN1CCCCC1)N1CCN(C2CCCCC2)CC1	0.1	0.8	0	6
COc1ccc(OCC(=O)N/N=C/c2ccc(OCC(=O)O)c(OCC(=O)O)c2)cc1	-0.1	1.0	2	39
CC(=O)CC(=O)Nc1cc([N+](=O)[O-])ccc1C	0.0	-0.1	-6	6
CC1=NNC(=O)C1CC(=O)N/N=C(/C)c1ccccc1 (configuration not stated)	0.1	-0.5	-8	-5
Nc1nc(NCc2ccc3c(c2)OCO3)cc(NC2CCN(Cc3ccccc3)CC2)n1	-0.2	1.7	1	-10
CCc1nn2c(=O)c(S(=O)(=O)NC3CCN(Cc4ccccc4)CC3)c(C)nc2s1	-0.2	0.2	0	-5
C#CCN1C(=O)S/C(=C/c2ccccc2OC)C1=O	0.1	3.0	4	7
Nc1cc(OC(=O)c2cccc3ccccc23)nn1S(=O)(=O)c1ccc(Cl)cc1	0.0	1.2	-5	-3
O=C(CSc1nnc(CNC(=O)c2cc(Cl)ccc2Cl)n1-c1ccccc1)Nc1ccccc1C(F)(F)F	-0.1	-1.6	9	1
CCOC(=O)c1c(NC(=O)c2cccc(OC)c2)sc2c1CCCCC2	-0.2	-0.5	-4	3
O=C(NCc1ccccc1)C1CC12CCN(Cc1ccc(O)c(Cl)c1)CC2 (configuration not stated)	0.2	-1.0	-3	8
CCOc1cc(C2Nc3ccccc3NC3=C2C(=O)CC(c2ccc(OC)cc2)C3)cc([N+](=O)[O-])c1O (configuration not stated)	-0.2	-0.9	-3	-4
O=C(C1CC1)N1CCC2(CC1)OCc1cc(-c3ccccc3)ccc1O2	-0.1	1.2	-16	11
Cc1cccc(C)c1NC(=O)C(=O)NCCO	-0.2	-1.5	6	0
O=C(O)C1C2C=CC(C3CC23)C1C(=O)NCCO (configuration not stated)	0.3	-0.5	15	-2
CCOC(=O)N1CCN(C(=O)c2cc(=O)c(OCc3cccc(OC)c3)co2)CC1	0.0	0.8	-1	10
O=C1C(Cc2ccc(O)cc2)NC(=S)N1Cc1ccccc1 (configuration not stated)	0.1	-0.8	2	11
Cc1ccc(-c2nn(-c3ccc(F)cc3)cc2C(N)=O)cc1	-0.1	2.4	-9	-7
Cc1ccc(C2C(C(=O)O)c3ccccc3C(=O)N2C)c(C)c1 (configuration not stated)	-0.1	-0.8	-6	7
CC1=C(C(N)=O)C(c2ccccc2)n2nc(-c3cccc(C)c3)nc2N1 (configuration not stated)	0.3	-1.1	8	-10
SMILES	FBW7 activator	GPR151 ag	TEAD-YAP inh	MITF inh
CCOc1c(Cl)cc(C#N)cc1OC	-0.2	0.9	-7	-2
CC(C)NC(=O)c1ccccc1NC(=O)Nc1ccc(Cl)cc1	-0.1	1.2	-6	-14
CC1CCN(C(=O)CSc2nnnn2-c2ccc(I)cc2)CC1	0.3	0.4	8	13
O=C(CNC(=O)c1ccc(Br)cc1)OCC(=O)c1c[nH]c2ccccc12	0.0	1.6	4	-6
COc1ccc(/C=C2N=C(/C=C\c3cccc([N+](=O)[O-])c3)OC/2=O)cc1OC	0.1	-0.4	-5	11
O=C(CSc1ncccc1-c1nc2ccccc2[nH]1)Nc1nccs1	0.0	-0.3	-6	9
Cc1ccc(N2C(=O)/C(=C/c3ccc(-c4ccc([N+](=O)[O-])cc4)o3)C=C2c2ccccc2)cc1C	0.0	-1.1	3	16
Cc1cc(NC(=O)C(NC(=O)c2ccc(F)cc2)C23CC4CC(CC(C4)C2)C3)no1 (configuration not stated)	-0.2	2.1	0	-1
COc1ccc(C2C(C(=O)Nc3ccccc3)=C(C)Nc3ncnn32)cc1 (configuration not stated)	0.5	-1.3	-4	-2
CC1=C(C(=O)Nc2cccc(C)n2)C(c2ccc([N+](=O)[O-])cc2)C2=C(CCCC2=O)N1 (configuration not stated)	0.1	-0.6	4	-4
COc1ccc(S(=O)(=O)N(C)CC(=O)NCCC2=CCCCC2)cc1C	-0.1	0.8	10	10
O=C(O)/C=C/CCCCCCCCC(=O)O	.	-8.6	.	0
Cc1nc2c(c(N3CCCCC3)n1)CN(S(=O)(=O)c1cccs1)CC2	-0.1	1.7	0	-7
COc1cccc(NC(=S)N2CCC(NC(=O)c3cccc(OC)c3)CC2)c1	-0.1	0.0	-8	-20
O=C(NCCSc1c[nH]c2ccccc12)c1cccc(Br)c1	0.0	-2.1	2	-4
CCC(=O)Nc1nnc(SCc2cc(=O)c(OC(=O)c3ccc(C)cc3)co2)s1	-0.1	0.2	11	0
Cc1ccc2nc(Nc3cccc(F)c3)c3nnnn3c2c1	0.0	0.2	-3	9
CNC(=O)N1c2ccccc2C=Cc2ccccc21	-0.3	2.6	-11	-12
O=C(COc1ccc(CO)cc1Br)Nc1ccccc1	-0.1	-2.1	55*	-7
CCC(CC)C(=O)N1CCCc2ccccc21	0.2	0.7	1	-29
N#CCN(CC#N)C(=O)CSc1ccccc1	-0.1	-0.5	8	6
CC(=O)OC1CCC2(C)C(=CCC3C2CCC2(C)C(C(=O)O)CCC32)C1 (configuration not stated)	0.0	1.7	-9	15
CCn1ncc(C2=NOC(C(=O)NCc3ccco3)C2)c1C (configuration not stated)	0.1	-0.5	45*	-20
Clc1nc(NCCN2CCOCC2)c2[nH]cnc2n1	-0.1	3.3	-10	24
COc1ccc(-n2c(C)cn3c4c(=O)n(Cc5cccc(C)c5)c(=O)n(C)c4nc23)cc1	0.2	-0.1	-2	16
Cc1cc(-c2n[nH]c(=S)n2Cc2ccco2)n(C)n1	0.0	0.1	5	17

Compounds from the list above with fluorine, in the order listed:
SMILES	FBW7 activator	GPR151 ag	TEAD-YAP inh	MITF inh
CC1CCCCN1C(=O)c1ccccc1F (configuration not stated)	-0.2	0.1	-11	-6
O=C(CC1Sc2ccc(C(F)(F)F)cc2NC1=O)Nc1cccc(Cl)c1 (configuration not stated)	0.2	0.0	-1	-10
CCc1nn2c(NCc3ccncc3)cc(C)nc2c1-c1ccc(F)cc1	-0.1	0.1	-18	10
CC(=O)CC(=O)Nc1ccc(Cl)cc1C(F)(F)F	0.1	-0.4	-2	-1
O=C(C1Cc2ccccc2CN1S(=O)(=O)c1ccc(F)cc1)N1CCCCCC1 (configuration not stated)	-0.1	0.6	-6	1
COc1cc(CC2(CCC(=O)N(C)CC3CCN(CC(C)C)C3)CCC(=O)N2)ccc1F (configuration not stated)	-0.3	0.9	-10	9
CC(C)(C)c1ccc(C(=O)Nc2ccc(NC(=O)c3cccc(F)c3)cc2)cc1	0.3	1.9	11	14
O=C(CSc1nnc(CNC(=O)c2cc(Cl)ccc2Cl)n1-c1ccccc1)Nc1ccccc1C(F)(F)F	-0.1	-1.6	9	1
Cc1ccc(-c2nn(-c3ccc(F)cc3)cc2C(N)=O)cc1	-0.1	2.4	-9	-7
Cc1cc(NC(=O)C(NC(=O)c2ccc(F)cc2)C23CC4CC(CC(C4)C2)C3)no1 (configuration not stated)	-0.2	2.1	0	-1
Cc1ccc2nc(Nc3cccc(F)c3)c3nnnn3c2c1	0.0	0.2	-3	9
